Screens from PubChem BioAssay.
Cycloheximide cs: counter-screen hit for Shiga toxin inhibitors, cycloheximide; cell reporter, cycloheximide protein synthesis inhibition counterscreen; max response, %; 12% of 300,000 active; AID 2314; in the data active = max response mostly above about 13%, no sharp cut-off; inactive = mostly below about 14%; note: read at 38.3 µM for the half of the compounds with a filed dose; 0% is about no effect
LmPK inhibitor: blocks Leishmania mexicana pyruvate kinase activity. purified LmPK, Kinase-Glo ATP luminescence, 1 h. Potency, µM (top dose mostly 57.5 µM), without a hit: top-dose activity change, negative = inhibition, hits mostly inhibitors. 0.37% of 290,000 active. Q27686; note: potency is the fitted concentration of half-maximal effect; % is set by controls: 0 for no effect and ±100 for the full control effect
Target sequence (Q27686 whole entry, looked up): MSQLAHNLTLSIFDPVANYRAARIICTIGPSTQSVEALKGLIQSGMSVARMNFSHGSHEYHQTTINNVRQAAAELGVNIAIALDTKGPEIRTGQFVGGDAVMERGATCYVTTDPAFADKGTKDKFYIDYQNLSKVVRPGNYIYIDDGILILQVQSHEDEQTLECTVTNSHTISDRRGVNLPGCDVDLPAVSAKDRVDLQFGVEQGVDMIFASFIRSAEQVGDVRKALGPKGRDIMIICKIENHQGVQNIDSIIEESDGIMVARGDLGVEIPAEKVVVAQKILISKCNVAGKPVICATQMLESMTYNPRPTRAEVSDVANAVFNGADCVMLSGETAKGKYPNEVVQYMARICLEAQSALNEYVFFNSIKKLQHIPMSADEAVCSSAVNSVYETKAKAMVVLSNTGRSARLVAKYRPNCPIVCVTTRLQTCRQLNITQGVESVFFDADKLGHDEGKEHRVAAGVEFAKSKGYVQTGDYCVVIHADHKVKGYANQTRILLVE
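Purified LmPK (0.1 nM) with 0.5 mM PEP and 0.1 mM ADP in imidazole buffer pH 7.2 with MgCl2/KCl, 1 h at room temperature. ATP formed was read by luciferase luminescence and normalized to no-enzyme and uninhibited controls.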
Pf growth 48h: P. falciparum growth inhibition at 48 hours (one generation) | P. falciparum luciferase growth in erythrocytes, 48 h | Potency, µM (series often up to 28.7 µM), for inactives: top-dose activity change, negative = inhibition, usual class: inhibitors | 5.9% of 310,000 active; note: potency is the fitted concentration of half-maximal effect; % is set by controls: 0 for no effect and ±100 for the full control effect
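Erythrocytes infected with P. falciparum carrying an integrated firefly luciferase reporter (2% hematocrit, 0.1% parasitemia final) were exposed to compounds in RPMI 1640 with 0.5% Albumax at 37 C, 5% CO2. Growth inhibition was scored as reduced luminescence.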
Pf growth 96h: inhibits malaria parasite growth, 96 h | P. falciparum luciferase reporter growth, 96 h | Potency, µM (highest dose often 28.7 µM), for inactives: at the highest dose activity change, negative = inhibition, most hits filed as inhibitors | 6.9% of 320,000 active; note: potency is the fitted concentration of half-maximal effect; % is set by controls: 0 for no effect and ±100 for the full control effect
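Plates of compound plus infected erythrocytes (2% hematocrit, 0.05% parasitemia final) incubate 96 hours, 37 C, 5% CO2. Detection reagent added; reduced luminescence from the parasites' luciferase reporter flags inhibition.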
Tb PYK inh: inhibitors of Trypanosoma brucei pyruvate kinase. Q57TT1. TbPYK enzyme, Kinase-Glo Plus ATP luminescence, 45 min. Potency, µM (doses to about 76.8 µM), inactives show at the highest dose activity, negative = inhibition, hits mostly inhibitors. 0.12% of 410,000 active. AID 624173; note: potency is the fitted concentration of half-maximal effect; % is set by controls: 0 for no effect and ±100 for the full control effect; nearly all actives have a fitted effect of over 50% in size
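Luminescent Kinase-Glo Plus end-point after 45 min room-temperature reaction of T. brucei pyruvate kinase started with 130 uM ADP (final). Buffer TEA 50 mM pH 7.2 with KCl, MgCl2, BSA, Tween-20; titration-based qHTS with fitted concentration-effect curves.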
Shiga inhibitor: Shiga toxin inhibition; Vero cells, Shiga toxin protein synthesis inhibition reporter; inhibition, % at 38.7 µM; 9.2% of 290,000 active; in the data active = inhibition mostly above about 28%, no sharp cut-off; inactive = mostly below about 43%; note: 0% is about no effect
HCV inhibitor: blocks hepatitis C virus; Huh7.5.1 HCVcc-Cre infection, luciferase reporter, 44 h; Potency, µM (top dose mostly 41.8 µM), for the others: at the top dose activity change, negative = inhibition, most hits filed as inhibitors; 3.4% of 340,000 active; AID 651820; note: potency is the fitted concentration of half-maximal effect; % is set by controls: 0 for no effect and ±100 for the full control effect
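Infectious HCVcc-Cre (~0.5 moi) was added to cells just after compound, with cells seeded 4 h earlier at 1,000 per well. Luciferase activity after 44 h culture reported infection; substrate was incubated 15 min at room temperature before reading.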
* hit, by the source's call; u = inconclusive; x = no result given; & = joins results of further samples; [ ] = dose if it differs, or a comment. Unless noted, calls come from the whole dose curve; as a rule, active = well fitted curve in the direction sought with a large enough effect; inconclusive = small, poorly fitted or top-dose-only effect, or another doubt; inactive = no such curve, though single readings can be large; an effect the other way counts as inactive or inconclusive. An unsorted share of the library; about 24% have a hit in one of these screens.

SMILES	Cycloheximide cs	LmPK inhibitor	Pf growth 48h	Pf growth 96h	Tb PYK inh	Shiga inhibitor	HCV inhibitor
CN(C)C(CNc1ccc(S(C)(=O)=O)cc1[N+](=O)[O-])Cc1ccccc1 (stereo unspecified)	-2	-1%	u	u	-3%	-16	-7%
CC(OC(=O)c1cn(-c2ccccc2)nc1-c1cccnc1)C(N)=O (stereo unspecified)	12	17%	38%[activator]	71%[activator]	5%	-4	17%
CCOC(=O)N1CCN(C(=O)C2CCN(S(C)(=O)=O)CC2)CC1	-2	0%	7%	x	2%	-3	13%
C=CCc1cccc(C=Nc2cc(Br)ccc2O)c1O	6	-2%	u	12µM*	-4%	22	-24%
CC(C)OCCCNC(=S)Nc1ccc2nc3n(c(=O)c2c1)CCCCC3	-2	-4%	-12%	31%[activator]	4%	-5	-11%
CCN(CC)S(=O)(=O)c1ccc2c(c1)c(=O)c(C(=O)NCc1ccco1)cn2C	-3	-3%	1%	40%[activator]	0%	-7	-11%
COC(=O)c1c(SCc2ccc(C#N)cc2)nc(=O)[nH]c1C	-2	1%	0%	14%	-12%	-14	-7%
O=S(=O)(CCN1C=CC(C(F)(F)F)=NCC1)c1ccc(Cl)cc1Cl	-2	-3%	-15%	8%	4%	-10	3%
CCN(CC)C(=O)Cn1cc(S(=O)(=O)Cc2cccc([N+](=O)[O-])c2)c2ccccc21	1	3%	-6%	0%	-11%	-1	-1%
COc1cc(NC(=O)CN2C(=O)COc3ccc(S(=O)(=O)N4CCOCC4)cc32)cc(OC)c1	10	-4%	-9%	-1%	1%	-2	5%
O=C(Cc1cccs1)N1CCC(c2nc3c(nnn3Cc3ccccc3)c(=O)[nH]2)CC1	10	4%	u	u	1%	-9	3%
Cc1ccc(S(=O)(=O)Nc2nc(C)cc(-n3nc(C)cc3C)n2)cc1	-4	-4%	x	37%[activator]	-14%	37	11%
COc1ccc(CCNC(=O)CSc2nc3ccsc3c(=O)n2CC2CCC(C(=O)O)CC2)cc1OC (stereo unspecified)	-2	2%	-10%	u	0%	0	0%
O=C(CCSc1ccccc1)Nc1nccs1	19*	-5%	11%	x	-6%	36	-3%
Nc1nnc(-c2ccccc2F)s1	21*	3%	32%[activator]	-7%	-5%	86*	18%
Cc1cc(CN(C)C(=O)c2cc(COc3ccc(C)c(C)c3)on2)n[nH]1	46*	-10%	213%[activator]	u	-4%	60*	u
Cc1ccc(CNC(=O)CN2CCN(Cc3ccc(C)cc3)C2=O)cc1	-3	16%	x	2.9µM*	-3%	-9	-14%
O=C(CCc1ccccc1Cl)N1CCN(S(=O)(=O)c2ccccc2)CC1	x	x	u	u	-8%	x	18%
Cc1onc(C(=O)NCc2ccc(F)cc2)c1[N+](=O)[O-]	5	1%	u	u	-5%	15	12%
C=CCn1c(COc2ccc(F)cc2)nnc1SCC(=O)NC1CCS(=O)(=O)C1 (stereo unspecified)	x	x	-19%	14%	2%	x	7%
N#C/C(=C\c1ccc2c(c1)OCO2)C(N)=S	-2	2%	30%[activator]	11%	-3%	-7	23%
COc1ccc(-c2nnn(CC(=O)N3CCN(c4ccccc4OC)CC3)n2)cc1	-1	4%	-29%	-13%	-13%	-3	u
O=C(NCc1ccccc1)c1ccc(N2C(=O)C3CCCCC3C2=O)cc1 (stereo unspecified)	-1	-2%	-5%	-5%	1%	-6	3%
O=C1C2C3C=CC(C3)C2C(=O)N1/N=C/c1cn(Cc2ccccc2)c2ccccc12 (stereo unspecified)	31	1%	37%[activator]	u	-5%	72	2%
COc1cc(OC)c(C(=O)OCC(=O)N(Cc2ccccc2)C(C)(C)C)cc1OC	-1	4%	0%	u	-1%	16	-9%

The results go on:
SMILES	Cycloheximide cs	LmPK inhibitor	Pf growth 48h	Pf growth 96h	Tb PYK inh	Shiga inhibitor	HCV inhibitor
Cc1ccc(NC(=O)CSc2nnc(-c3ccncc3)o2)cc1	3	1%	42%[activator]	52%[activator]	1%	17	7%
COc1cccc2c(=O)c(SC(F)(F)C(F)C(F)(F)F)c(C)[nH]c12 (stereo unspecified)	33	-2%	6.6µM*	3.7µM*	-12%	52*	u
CCN(c1ccccc1)S(=O)(=O)c1ccc2c(c1)N(C(C)=O)CCS2	5	-3%	-10%	u	-2%	-6	-1%
CCN1C(=O)[C@H]2[C@@H](c3ccc(-c4cccc(Cl)c4)cc3)N[C@@](C)(C(=O)OC)[C@H]2C1=O	x	x	13µM*	u	-4%	x	5%
CN1C(=O)[C@H]2[C@@H](/C=C/c3ccccc3)N3C(=O)CN(Cc4ccc(-c5ccccc5)cc4)C(=O)[C@@]3(Cc3ccccc3)[C@H]2C1=O	-2	-8%	u	u	2%	1	-29%
Cc1ccc(-c2cc(N)n(-c3ccc(F)cc3)n2)cc1	49*	-6%	87%[activator]	88%[activator]	0%	67*	-21%
O=C(NCc1cccnc1)Nc1ccc(Cl)c(Cl)c1	26*	-4%	24%	22%	3%	59*	-11%
COc1ccc(C(=O)NC2CCN(S(=O)(=O)Cc3ccccc3)CC2)c(OC)c1	0	-1%	8%	18%[5.75 µM]	6%	-8	u
COCCN(C(=O)COC(=O)CCCOc1ccccc1)c1c(N)n(Cc2ccccc2)c(=O)[nH]c1=O	x	x	7%	3%	-1%	x	5%
CCCCn1c(N)c(N(CCOC)C(=O)COC(=O)COc2cc(C)ccc2Cl)c(=O)[nH]c1=O	x	x	u	9%	-4%	x	24%
Cc1cc(C)n(-c2ccc(F)cc2)c(=O)c1C#N	-1	3%	u	177%[activator]	5%	-12	6%
CCOc1ccc(CCNC(=O)CN2C(=O)NC3(CCCCC3C)C2=O)cc1OCC (stereo unspecified)	x	x	u	-4%	-5%	x	7%
O=C(CSc1nc2ccccc2nc1SCC(=O)N1CCCCC1)N1CCCCC1	-1	3%	u	u	10%	3	-28%
Cc1ccc(NC(=S)N2CCc3[nH]c4ccccc4c3C2)cc1	2	3%	4%	14%	1%	-4	u
CCCCNC(=O)c1cn(CC(C)C)c(=O)c2c1c1ccccc1n2C	-2	2%	u	3%	0%	3	-19%
COc1ccc(NC(=O)CCOc2ccc(C)cc2)cc1S(=O)(=O)N1CCCCC1	x	x	u	-23%	1%	x	u
O=C1c2ccccc2C(=O)N1CCCc1cn(C[C@H]2CC[C@@H]([C@@H]3CC[C@H](Cn4cc(CCCN5C(=O)c6ccccc6C5=O)nn4)O3)O2)nn1	6	1%	-29%	u	-1%	1	9%[8.37 µM]
COc1ccc(C(C)C)cc1S(=O)(=O)NCC1CCCO1 (stereo unspecified)	6	2%	9%	6%	4%	-6	11%
COc1ccccc1N1CCN(C(=O)c2ccc(-c3nc4ccccc4s3)o2)CC1	x	x	55%[activator]	u	-3%	x	u
COc1nc(-c2ccccc2)ccc1-c1noc(-c2ccco2)n1	34*	-2%	99%[activator]	11%	-17%	71*	u
COC(=O)[C@@H]1C[C@H]2CC[C@H](O)C[C@H]2N1Cc1ccccc1OC(=O)c1cccs1	-1	2%	9.3µM*	u	-4%	-6	1%[8.37 µM]
Cc1ccc2occ(/C=N/NC(=O)c3ccccc3Br)c(=O)c2c1	-1	0%	23%	4.7µM*	0%	-19	1%
O=C1N/C(=C\c2ccc(N3CCOCC3)c(F)c2)C(=O)N1Cc1ccccc1	34	1%	5%	27%	-12%	-18	-16%
CC(=O)c1ccc2c(c1)c(C#N)c1ccccc1[n+]2[O-]	4	0%	37%[activator]	32%[activator]	-6%	28	u
Cc1ccc(NC(=O)CSCc2ccc(F)cc2)cc1	51*	0%	56%[activator]	82%[activator]	0%	76*	7%

Continued:
SMILES	Cycloheximide cs	LmPK inhibitor	Pf growth 48h	Pf growth 96h	Tb PYK inh	Shiga inhibitor	HCV inhibitor
Cc1cccc(C)c1NC(=O)C(c1ccccc1)N1CCC1=O (stereo unspecified)	-4	-4%	24%	12%	-13%	-11	13%
Cc1ccc(NC(=O)C2CC(Cl)=CCC2C(=O)O)c([N+](=O)[O-])c1 (stereo unspecified)	-1	2%	12%	-22%	-18%	11	-5%
CN(C)N1C(N)=C(C#N)C(c2ccccc2F)C2=C1CC(C)(C)CC2=O (stereo unspecified)	1	0%	u	-1%	8%	6	3%
CCOC(=O)c1c(NC(=O)CN2CCCCC2)sc(CN(C)C)c1-c1ccccc1	3	8%	1%	8%	0%	17	22µM*
COc1ccccc1C(=O)Nc1ccc(-c2nnn(CC(=O)N3CCOCC3)n2)cc1	26	1%	u	-1%	2%	36	-26%
CNS(=O)(=O)c1cc(C(=O)O)ccc1OC	-2	1%	2%	u	-21%	13	14%
COc1ccc(COC(=O)NC2CCN(S(=O)(=O)c3ccc(OC)cc3)CC2)cc1	-1	2%	-23%	u	-2%	-9	u
O=C(CNC(=O)c1ccc(Br)o1)OCC(=O)c1cccc([N+](=O)[O-])c1	-4	6%	-4%	u	3%	-23	-19%
CC(=O)Nc1ccc(/C=C2\CCc3ccccc3C2=O)cc1	23	2%	76%[activator]	19%	1%	-4	-12%
Cc1cc(OCC(=O)Nc2ccc(S(=O)(=O)N3CCN(C)CC3)cc2)ccc1Cl	-1	6%	4.1µM*	12µM*	-3%	-3	u
CC1CCN(C(=O)c2ccc(CS(=O)(=O)Cc3ccccc3)cc2)CC1	2	-20%	0%	u	7%	-10	u
CN1CCN(CC(O)Cn2c3ccccc3c3ccccc32)CC1 (stereo unspecified)	-9	0%	u	-2%	40%[activator]	-1	u
CC(C)C1N=C2c3ccccc3N=C(SCC(=O)NCCc3ccc(S(N)(=O)=O)cc3)N2C1=O (stereo unspecified)	-1	-7%	3%	u	-6%	-1	0%&3%
COc1cc(-c2nnc(SCC(=O)NC3CCCC3)n2C)cc(OC)c1O	-6	1%	3%	u	-3%	-9	6%
O=C(c1cc2ccccn2n1)N1CCN(Cc2ccccc2)CC1	59*	6%	x	0%	-3%	63	-8%
COc1ccc(NC(=S)N(Cc2cccnc2)Cc2cc3cc(OC)c(OC)cc3[nH]c2=O)cc1	5	7%	u	-22%	4%	4	-4%
CC(=O)Nc1nnc(SCC(=O)NC(C)(C)C)s1	8	4%	16%	14%	-1%	-12	6%
COc1ccccc1C(=O)NC(=O)COC(=O)C1CC1	x	x	-2%	25%	-1%	x	u
COc1cc(CC(=O)N2C[C@H]3C[C@@H](C2)c2cccc(=O)n2C3)cc(OC)c1OC	x	x	22%	45%[activator]	3%	x	20%
COC(=O)c1nc(N)sc1-c1ccc(Cl)cc1	-1	7%	9%	u	-2%	17	-8%
Cc1cc(Nc2ccc(C)c(Cl)c2)nc(N2CCOCC2)n1	7.5*	9%	u	u	5%	13	u
O=C(Nc1cccnc1)c1ccc(COc2cc(Cl)ccc2Cl)o1	11	0%	-7%	2%	-4%	13	-24%
Oc1ccc(/C=N/N(Cc2ccccc2)c2ccccc2)c(O)c1O	10	-9%	u	u	-5%	7	u

In the list so far, these contain a tert-butyl group:
SMILES	Cycloheximide cs	LmPK inhibitor	Pf growth 48h	Pf growth 96h	Tb PYK inh	Shiga inhibitor	HCV inhibitor
COc1cc(OC)c(C(=O)OCC(=O)N(Cc2ccccc2)C(C)(C)C)cc1OC	-1	4%	0%	u	-1%	16	-9%
CC(=O)Nc1nnc(SCC(=O)NC(C)(C)C)s1	8	4%	16%	14%	-1%	-12	6%
